WT yeast gro inh: growth inhibition of WT yeast, mitochondrial fusion screen | mitochondrial fusion phenotypic screen, WT strain | inhibition, % at 10 µM | 2.1% of 190,000 active | AID 1362; in the data active = inhibition above about 58%; tested in S. cerevisiae
Ins promoter up: MIN6 insulin promoter up-regulation. MIN6 insulin promoter-GFP reporter, high-content imaging; active compounds read high. z-score at 5 µM. 0.3% of 190,000 active;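 active = z-score above 3 at 5 µM with at least 500 cells counted in the well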
Dynein cargo inh: blocks dynein driven cargo transport along microtubules; 3617.4 mouse cells, GR-EGFP nuclear translocation imaging; test concentration mostly 20 µM; stimulated with dexamethasone, 1 µM; active compounds read low; z-score, hits read low; 0.47% of 220,000 active; AID 1381;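 active = plate z-score of nuclear minus cytoplasmic receptor signal below a set negative limit, without overly bright fluorescence or cell loss, cut at about -3.5 in these data, passing the limit was not always enough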;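 also: z-score of nuclear minus cytoplasmic ring GR-EGFP intensity difference per well; some compounds called inactive have numbers as strong as hits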
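Schedule: 48 h induction, then 1 h compound, then 30 min agonist, 37 °C. Buffer or medium: tetracycline-free induction medium containing charcoal-stripped FBS. Reagent: 1.0 µM final dexamethasone stimulus. Evaluation: nuclear versus cytoplasmic GR-EGFP signal, averaged per well. Signal: high-content fluorescence imaging after fixation.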
Yfh1-off respiration: mitochondrial function rescue without frataxin homolog – Friedreich's ataxia, plus single-dose screen, dose response (AID 1465) | S. cerevisiae Yfh1-off respiration, WST-1 reduction, 72 h; higher fold induction means a stronger effect | fold induction at 50 µM, or EC50 in µM where a hit was titrated | 0.074% of 220,000 active;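 active = fold induction of absorbance versus untreated yeast above a set limit, then at least 30% activation at any dose in follow-up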;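 also: activators that raise dye reduction in frataxin-depleted yeast; strong numbers were not always called active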
HEK293 NOD2/NF-kB: NOD2 signaling inhibitors, cell-based, luminescence, uHTS, HEK293 (AID 1566); HEK293 NOD2/NF-kB luciferase reporter, luminescence; higher % means a stronger effect; inhibition, % at 4 µM, or EC50 in µM where a hit was titrated; 0.63% of 290,000 active; in the data active = inhibition above about 50%; also: many of its hits are not listed in these tables
Autophagy mod: autophagy modulation, high-content screen; MEF GFP-LC3 puncta imaging; test concentration mostly 10 µM; calls only at 10 µM (by protocol); 0.98% of 190,000 active; AID 463193;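 active = percentage of spot-positive cells more than 3 SD above its plate mean, without a fluorescence outlier flag or 80% toxicity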;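 also: spot-positive cell cutoff set from DMSO-treated cells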
MT stabilizer: microtubule stabilizers in HeLa cells | 0.83% of 200,000 active | HeLa tubulin immunostaining HCS, 24 h; share of cells brighter than vehicle mean+2SD | % tubulin-high responders, % at 10 µM;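 active = plate Z-score above 3 for both tubulin-high and condensed-nucleus cell shares, with cell loss under 80%, at 10 µM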;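 also: anti alpha tubulin signal scored within the nucleus-defined area of each cell; some results filed as inactive read as strong as hits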
bCat nuc transl: alters nuclear translocation of beta-catenin in HeLa cells; 0.3% of 190,000 active; nuclear translocation activity, % at 5 µM; immunofluorescence imaging;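 active = nuclear translocation activity above 50% at 5 µM, with a well cell count of 50 or more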;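 also: per-cell ratio of nuclear to cytoplasmic median beta-catenin stain intensity; plate controls were DMSO negative control for no effect and GSK-3 inhibitor IX positive control for full effect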
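Test system: HeLa cells, endogenous beta-catenin; Compound: single 5 µM dose plus 0.02–20 µM confirmation series; Times: compound exposure 24 h at 37°C; Signal: fluorescence imaging of beta-catenin antibody stain plus DAPI; Read-out: % activation, nuclear-to-cytoplasmic median beta-catenin signal ratio per cell.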
Hep lipid drop: modulators of hepatic lipid droplet formation; AML12 mouse hepatocytes, oleate lipid droplets, BODIPY imaging; inhibition, % at 6.5 µM; 0.4% of 240,000 active; AID 1656;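 active = lipid droplet intensity inhibited by at least 50%, with more than 500 cells counted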
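Material – mouse AML12 hepatocyte cell line, fixed after treatment · Compound dosing – one dose, 6.5 µM compound · Times – compound with oleate, overnight · Measured by – Image-based BODIPY and DAPI two-channel analysis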
WT yeast gro inh mutant strain: second read-out of WT yeast gro inh, no call of its own (marks repeat the call); inhibition, %; mitochondrial fusion phenotypic screen, mutant strain inhibition
Dynein cargo inh cytoplasmic EGFP: also measured in Dynein cargo inh; calls as there; z-score; measured here: cytoplasmic GR-EGFP intensity; active compounds read high
Dynein cargo inh nuclear GR-EGFP: recorded beside Dynein cargo inh, whose call it bears; z-score; measured here: nuclear GR-EGFP intensity;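 lower value marks the stronger effect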
Dynein cargo inh cell count: also measured in Dynein cargo inh; calls as there; z-score; measured here: cell count per field
Ins promoter up cell count: recorded beside Ins promoter up, whose call it bears; cell count; measured here: cytotoxicity, nuclei count;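 total cells summed across four imaged fields per well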
Hep lipid drop cells 6.5 µM: also measured in Hep lipid drop; calls as there; cell count; measured here: cell count, cytotoxicity flag;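 cells counted across two imaged fields per well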
bCat nuc transl cell count 5 µM: further read-out of bCat nuc transl, marked with its call; cell count; measured here: cell count, cytotoxicity flag
MT stabilizer Hoechst-high %: further read-out of MT stabilizer, marked with its call; % Hoechst-high responders; measured here: nuclear condensation Hoechst responders;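 share of cells brighter than vehicle mean plus two SD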
MT stabilizer cytotoxicity %: recorded beside MT stabilizer, whose call it bears; toxicity, %; measured here: cytotoxicity by cell density;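 0% = mean cell density of plate MIN control wells and 100% = no cells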
Autophagy mod cell loss 18 h: further read-out of Autophagy mod, marked with its call; toxicity, %; measured here: cell loss, nuclei count;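 cell loss after 18 h compound exposure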
Numbers without * were called inactive; i = inactive; x = no result given. Some of the compounds tested (hit frequency here may not be typical).

SMILES	WT yeast gro inh	WT yeast gro inh mutant strain	Ins promoter up	Ins promoter up cell count	Dynein cargo inh	Dynein cargo inh cytoplasmic EGFP	Dynein cargo inh nuclear GR-EGFP	Dynein cargo inh cell count	Yfh1-off respiration	HEK293 NOD2/NF-kB	Autophagy mod	Autophagy mod cell loss 18 h	MT stabilizer	MT stabilizer Hoechst-high %	MT stabilizer cytotoxicity %	bCat nuc transl	bCat nuc transl cell count 5 µM	Hep lipid drop	Hep lipid drop cells 6.5 µM
CCOC(=O)C1NN=C(C(=O)c2ccccc2)C1c1ccc(OC)cc1 (stereo not drawn)	9.2	8.9	x	x	0.429	-0.281	-0.133	-0.494	i	12.8%	i	2.4	2.0	2.2	5.2	4.0	544	-1.6	724
CC(Oc1ccccc1)C(=O)NNC(=O)c1cccs1 (stereo not drawn)	-14.3	-19.6	0.05	1455	-0.5	-0.341	-0.525	0.547	i	2.4%	i	-4.0	4.3	1.5	10.7	0.9	1413	0.9	647
CCN1C(=O)C2(C(C(=O)c3ccc(C)o3)=C(O)C(=O)N2CCCN2CCOCC2)c2ccccc21 (stereo not drawn)	-1.9	-14.0	0.36	1164	0.257	-0.266	0.252	1.26	i	-7.2%	i	-7.0	2.0	2.5	6.9	1.3	1047	0.8	761
CC1(OC(=O)c2ccc(Cl)nc2)C(=O)C=C2C=C3CCCN3C=C2C1=O (stereo not drawn)	x	x	0.32	825	-0.782	-0.812	-0.314	0.607	i	11.7%	x	x	x	x	x	-1.4	1133	16.3	675
O=C(O)c1ccc(Cl)c(N2C(=O)Nc3ccccc3N2O)c1	-11.0	7.0	0.15	1284	-0.479	-0.331	-0.425	0.455	i	4.6%	i	2.3	6.1	1.5	7.7	0.6	1126	-16.4	708
CCCOC(=O)C1C2C=CC3(CN(c4ccc(Cl)c(F)c4)C(=O)C13)O2 (stereo not drawn)	-7.3	-6.7	-0.75	1629	-0.634	-0.243	-0.242	1.06	i	15.1%	i	20.7	1.9	1.2	4.8	3.1	1033	-11.7	615
CN(C)S(=O)(=O)c1cccc(NC(=O)COC(=O)c2cc3ccccc3oc2=O)c1	x	x	0.21	979	1.61	-0.152	0.823	-0.239	i	-110.8%	x	x	x	x	x	0.4	1284	16.1	704
COc1ccc(-c2nc3n(c(=O)c2C#N)CCS3)cc1	-0.7	-1.5	0.01	1630	-0.219	-0.184	-0.0805	0.337	i	13.9%	i	-0.7	2.5	2.3	9.1	-0.6	1030	1.1	647
O=C(CN1CCC(n2nnc3cc(F)ccc32)CC1)Nc1ccccc1N1CCOCC1	4.0	26.8	-0.82	764	-0.519	-0.206	-0.416	0.244	i	-10.7%	i	-13.7	3.2	2.3	10.0	-1.9	1006	14.0	764
CC(=O)/C=C/c1ccccc1O	11.2	-9.0	-1.2	1531	1.68	0.217	1.47	-2.11	i	-6.3%	i	0.9	4.1	1.8	8.0	-1.8	1045	14.0	673
COc1cc(NC(=O)CCCOc2ccc(Cl)cc2Cl)c(C(=O)O)cc1OC	x	x	-0.32	1107	0.526	-0.158	0.49	-0.625	i	5.8%	x	x	x	x	x	1.1	1278	-0.4	714
COc1ccc(/C=N/NC(=O)CSc2n[nH]c(=O)[nH]c2=O)cc1	2.3	6.0	0.22	1496	0.0456	-0.255	0.208	-0.667	i	10.8%	i	3.5	5.2	3.1	5.0	1.7	1035	-5.5	582
S=c1nc[nH]c2c1sc1nc(-c3ccccc3)c3c(c12)CCCC3	97.2*	93.3*	-0.32	1280	0.887	0.83	0.496	-0.676	i	29.0%	i	0.8	3.5	1.3	2.0	3.7	1022	12.3	644
Clc1ccc(-c2ncc3ccccn23)c(Cl)c1	24.3	2.2	0.74	1668	-0.704	0.533	-0.392	1.13	i	-16.6%	i	11.7	2.2	1.8	4.7	1.0	1567	-0.8	683
O=C(CC(c1ccccc1)c1cc(Br)ccc1O)NCCN1CCOCC1 (stereo not drawn)	-5.3	-9.5	1.71	1137	-0.758	-0.117	-0.0892	1.42	i	0.2%	i	0.8	3.4	1.7	7.8	x	x	2.1	673
CN(CCN1CCc2ccccc2C1)Cc1nc(-c2ccc3c(c2)OCO3)no1	5.2	1.6	-0.37	1410	-0.15	-0.244	0.0539	0.122	i	-24.9%	i	-33.4	2.5	1.5	6.6	0.2	1000	-5.6	584
Cc1cccc(CCNS(=O)(=O)c2ccc3c(c2)oc(=O)n3C)c1	5.7	-12.0	-0.33	1650	-0.942	0.635	-0.285	0.446	i	0.4%	i	7.9	2.6	1.7	5.0	1.0	1277	x	x
Nc1ccccc1N=c1ssnc1Cl	2.1	-2.4	-0.52	1074	-0.437	-0.326	-0.198	0.608	i	-13.8%	i	-3.0	3.8	2.2	8.4	-0.6	1060	-0.3	777
Cc1ccccc1N1C(=O)C2ON(c3ccccc3)C(c3ccco3)C2C1=O (stereo not drawn)	x	x	0.24	1415	0.244	0.555	0.174	-0.0595	i	4.0%	x	x	x	x	x	-2.1	1159	7.7	706
COc1ccc(NC(=S)Nc2ccc3nccnc3c2)cc1	13.7	-0.1	-0.46	1357	1.07	-0.0997	0.892	-0.566	i	9.2%	i	0.0	9.2	2.3	5.1	0.7	1098	-11.9	577
CS(=O)(=O)N1CCCC(C(=O)NCc2ccccn2)C1 (stereo not drawn)	-11.7	-12.7	1.37	1241	-0.73	-0.177	-0.0554	0.244	i	10.7%	i	-40.0	2.5	2.9	9.3	-2.4	803	x	x
CCCC(=O)Nc1ccc(C(=O)NNC(=S)NC(=O)c2ccc(Br)o2)cc1	-16.6	-5.0	-0.05	1505	-0.619	-0.285	0.251	0.000561	i	23.1%	i	3.7	7.3	2.1	8.7	-4.5	1129	-3.7	696
COc1ccc(NC(=O)c2cccnc2Cl)c(S(=O)(=O)N2CCOCC2)c1	-16.7	-6.2	-1.05	876	1.49	-0.217	0.767	-1.08	i	15.7%	i	-2.1	4.3	1.7	2.9	-2.8	1286	-12.1	758
Cc1ccc(-c2nnn(CC(=O)N(c3ccccc3)C(C(=O)NC3CCCC3)c3ccco3)n2)o1 (stereo not drawn)	-3.2	10.5	0.07	794	1.84	0.235	0.986	-2.86	i	7.2%	i	-14.8	2.6	1.8	10.8	-2.6	1201	8.5	802
COc1ccc(CNc2ccc(S(N)(=O)=O)cc2)c(OC)c1OC	-1.4	0.3	0.55	1111	-1.06	-0.184	-0.312	0.671	i	-6.3%	i	-11.9	6.9	3.1	1.6	-3.9	965	x	x
O=C(NCc1ccco1)C1CC(c2ccccc2C(F)(F)F)=NO1 (stereo not drawn)	x	x	-0.44	713	0.789	-0.64	0.475	-1.05	i	9.5%	x	x	x	x	x	3.9	892	x	x
Cc1occc1C(=O)Nc1nnc(C(F)(F)F)s1	13.6	-2.0	0.72	1222	-0.24	-0.226	0.155	-0.0592	i	1.9%	i	-4.1	3.5	2.3	7.5	x	x	-15.7	724
CCOC(=O)Cn1c(S(=O)(=O)Cc2ccc(Cl)cc2)nc(-c2ccccc2)c1-c1ccccc1	26.9	5.3	x	x	-0.669	-0.185	-0.603	0.533	i	-22.1%	i	5.8	1.1	1.3	7.9	x	x	x	x
O=C(COc1ccc2ccccc2c1Br)NNC(=O)Nc1ccccc1	-10.4	-12.3	-0.34	1640	1.11	-0.237	1.33	-0.224	i	6.8%	i	-32.2	3.4	1.5	5.9	0.8	1270	x	x
CSCCC(=O)N1C(C)CCCC1C(=O)O (stereo not drawn)	-2.7	-4.4	0.29	1575	-0.555	-0.423	-0.0663	0.491	i	10.0%	i	-6.1	1.7	2.0	5.3	2.4	1391	x	x
Cc1cc(C)c(S(=O)(=O)N2CCOCC2)cc1NS(=O)(=O)c1cc(OCC(N)=O)c(C)cc1Cl	3.5	9.3	0.54	1483	0.91	-0.278	0.234	-0.177	i	-4.2%	i	14.9	3.5	1.2	1.5	-1.0	949	5.3	719
CC(C)(C=O)C1=CC(=O)c2ccccc2C1=O	77.8	82.9	-0.23	1104	-3.6*	0.813*	-2.75*	-0.442*	i	21.2%	i	2.4	2.5	2.6	11.5	1.6	1129	11.6	485
Cc1ccc(-n2nc(CN3CCOCC3)c(-c3ccccc3)c2N)cc1Cl	-8.6	-2.4	-0.67	2290	-0.846	-0.272	-0.471	0.669	i	-5.1%	i	-0.2	3.8	3.5	12.3	-1.1	958	-14.7	640
O=C(CN1C(=O)/C(=C\c2cccs2)SC1=S)Nc1cccc(C(=O)O)c1	x	x	-0.64	1515	1.82	-0.188	0.682	-1.29	i	10.6%	x	x	x	x	x	-1.7	1334	x	x
COc1ccc(C(=O)NCC(=O)OCn2nnc3ccccc3c2=O)cc1OC	-5.6	-9.7	-0.24	1222	0.739	-0.212	0.654	-1.18	i	-5.0%	i	-0.5	2.3	2.3	11.3	0.6	1125	2.2	703
C/C(=N\NC(=O)c1ccc(C)cc1C)c1ccc(-n2ccnc2)cc1	-12.7	-0.4	0.05	1476	-0.252	-0.313	-0.383	0.737	i	16.6%	i	-1.7	4.8	4.2	9.4	-0.2	1147	-1.5	633

Source: PubChem (several laboratories)
